Source: PubChem BioAssay (several laboratories)
Efflux pump inh: blocks antifungal efflux pumps in multiplex yeast assay. S. cerevisiae Candida pump triplex, Nile Red efflux. inhibition, % at 10 µM. hit rate 0.44% among 330,000. AID 485275;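 active means plate passing quality check with inhibition over a set limit, or well fluorescence over plate mean plus 4 SD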;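 further: Nile Red retained in pooled yeast measured as flow cytometry median fluorescence; 0% = buffer negative control and 100% = Enniatin B positive control; higher means more Nile Red kept so more efflux inhibition; some compounds called inactive have numbers as strong as hits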
HCV core dimer: HCV core protein dimerization inhibition | TR-FRET GST/Flag-core106 dimerization, 1536-well | inhibition, % at 5 µM | hit rate 0.33% among 300,000;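 active means inhibition above the mean of all tested compounds plus 3 SD, set per screening campaign, cut at about 45% in these data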
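System: GST/Flag-tagged HCV core106 proteins. Incubation: compound-protein-antibody incubation 4 h at 22.5 °C. Technique: HTRF with 340 nm excitation, 617/671 nm emission. Medium: KF-containing HEPES buffer, pH 7.45, DTT, CHAPS, BSA. Read-out: inhibition (%) from 671 over 617 nm ratio. Also added: Eu(K)-anti-GST 90 ng/mL plus XL665-anti-Flag 1 µg/mL.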
PP5 inh: inhibitors of human protein phosphatase 5 (PP5). P53041. purified PP5c, OMFP substrate fluorescence. inhibition, % at 6.7 µM. hit rate 0.18% among 320,000. AID 1987;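 active means inhibition above the campaign's mean inhibition across all tested compounds plus 3 SD, cut at about 9.5% in these data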;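 further: 0% = DMSO only and 100% = 100 µM cantharidin control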
LYPLA2 counter: counter-screen for PME1 inhibitors: inhibitors of human LYPLA2 | recombinant LYPLA2, FP-Rh probe fluorescence polarization | O95372 | inhibition, % at 5.9 µM | hit rate 0.38% among 320,000;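 active means inhibition above the screen-wide mean plus 3 SD, limit set per campaign, cut at about 26% in these data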;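 further: 0% = LYPLA2 with DMSO and 100% = wells lacking LYPLA2 enzyme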
CTSL1 counter: blocks F. hepatica cathepsin L1 in PFM18AAP counter-screen; recombinant F. hepatica cathepsin L1, Z-Leu-Arg-MCA fluorescence; inhibition, % at 5.96 µM; hit rate 0.49% among 300,000; AID 1906;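 active means inhibition above the mean of all tested compounds plus 3 SD, set per screening campaign, cut at about 17% in these data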;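 further: 0% = plate median of test compound wells and 100% = 1 µM Z-Phe-Ala-diazomethylketone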
JMJD2C inh: inhibitors of human GASC-1 (JMJD2C) demethylase. Q9H3R0. GST-JMJD2C(1-420) H3K9me3 demethylation, DELFIA europium. inhibition, % at 2.35 µM. hit rate 0.069% among 330,000;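 active means more than half of a compound's replicate wells show inhibition beyond 50%, single wells judged on their own value; inconclusive means some, but no more than half, of replicates pass 50% inhibition; inactive means no replicate passes 50% inhibition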;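 further: signal counts dimethyl H3K9 product captured on neutravidin plate; 0% = median of DMSO wells and 100% = 0.3 times that DMSO median; strong numbers were not always called active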
PREPL inh: inhibitors of human prolyl oligopeptidase-like enzyme PREPL; recombinant PREPL, fluorescence polarization activity-based probe; inhibition, % at 5.96 µM; hit rate 0.68% among 320,000; AID 2751; in the data active means inhibition above about 43%;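 further: 0% = enzyme with DMSO and 100% = wells lacking enzyme; many of its hits are not listed in these tables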
Target sequence (Q4J6C6 whole entry, looked up): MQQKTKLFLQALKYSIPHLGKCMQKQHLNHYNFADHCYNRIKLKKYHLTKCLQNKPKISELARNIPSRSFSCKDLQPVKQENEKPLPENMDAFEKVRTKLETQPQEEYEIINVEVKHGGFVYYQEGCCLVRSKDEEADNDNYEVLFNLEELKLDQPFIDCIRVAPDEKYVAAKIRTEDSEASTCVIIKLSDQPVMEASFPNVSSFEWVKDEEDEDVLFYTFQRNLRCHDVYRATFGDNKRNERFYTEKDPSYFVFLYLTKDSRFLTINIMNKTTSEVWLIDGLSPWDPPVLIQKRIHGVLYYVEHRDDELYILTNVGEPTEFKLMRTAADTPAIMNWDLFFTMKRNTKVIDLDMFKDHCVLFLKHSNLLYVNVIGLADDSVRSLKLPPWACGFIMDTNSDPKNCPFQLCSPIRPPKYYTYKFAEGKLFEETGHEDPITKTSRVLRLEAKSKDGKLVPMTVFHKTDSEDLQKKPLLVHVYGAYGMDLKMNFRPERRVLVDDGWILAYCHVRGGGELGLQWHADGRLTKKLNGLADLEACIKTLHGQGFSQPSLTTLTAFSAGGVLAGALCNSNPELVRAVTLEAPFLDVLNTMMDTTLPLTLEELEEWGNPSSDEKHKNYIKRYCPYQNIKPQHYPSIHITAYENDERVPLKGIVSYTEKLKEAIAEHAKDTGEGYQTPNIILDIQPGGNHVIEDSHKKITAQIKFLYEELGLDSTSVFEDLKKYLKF
PP1 inh: PP1-alpha (human) inhibition in PP5 counter-screen. inhibition, % at 6.7 µM. P62136. purified PP1alpha, OMFP fluorescence. hit rate 0.9% among 320,000;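 active means inhibition above the mean inhibition of all tested compounds plus 3 SD, computed separately for each screening campaign, cut at about 15% in these data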
Target sequence (P62136 whole entry, looked up): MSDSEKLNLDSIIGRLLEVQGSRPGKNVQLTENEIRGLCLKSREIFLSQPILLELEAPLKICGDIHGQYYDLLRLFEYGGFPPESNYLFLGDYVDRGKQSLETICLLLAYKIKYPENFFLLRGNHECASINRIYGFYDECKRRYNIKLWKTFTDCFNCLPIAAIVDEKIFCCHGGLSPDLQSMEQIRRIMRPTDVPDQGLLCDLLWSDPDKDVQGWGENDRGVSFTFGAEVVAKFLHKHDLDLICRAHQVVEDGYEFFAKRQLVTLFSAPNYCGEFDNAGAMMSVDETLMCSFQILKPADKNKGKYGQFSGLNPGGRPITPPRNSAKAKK
TPT1 inhibitor: C. albicans TPT1 enzyme inhibition; inhibition, % at 5 µM; recombinant caTPT1, FP RNA substrate dephosphorylation; hit rate 0.81% among 300,000;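 active means inhibition above the mean of all tested compounds plus 3 SD, set per screening campaign, cut at about 24% in these data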;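 further: plate controls were DMSO alone for no effect and ferristatin control at 100 nM for full effect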
* marks the source's active call; other numbers are inactive results; ? = inconclusive; . = not tested or not shown; & = joins results of further samples. The list is partial (hit frequency here may not be typical).

No.	Structure	Efflux pump inh	HCV core dimer	PP5 inh	LYPLA2 counter	CTSL1 counter	JMJD2C inh	PREPL inh	PP1 inh	TPT1 inhibitor
1	CCC1(CC)C(=O)C2=C3C1[C@H](C(=O)OC)C=C(C(=O)OC)C[C@H]3[C@H]1C(=O)N(CC(=O)OC)C(=O)[C@H]1[C@H]2C (stereo not given in full)	0.1	3	1.8	5	1	6	9	-4	-3
2	O=C(Nc1ccc(C(=O)N2CCOCC2)cc1)Nc1cccc(Cl)c1	0.1	-3	-0.2	-3	-1	-4	-4	-1	-6
3	CCOC(=O)c1c(Cl)c(C)nn1-c1nc(OC)cc(OC)n1	0.1	6	-2.2	8	-2	4	3	-2	0
4	CC(C)(C)C1CCc2onc(C(=O)Nc3ccc4c(c3)OCO4)c2C1 (stereo not given)	0.0	1	-0.7	8	6	-5	-3	-3	1
5	CCCCCn1c(=O)[nH]c2cc(C(=O)NCCc3ccc(OC)c(OC)c3)ccc2c1=O	-0.4	8	-0.1	4	0	-18	12	0	-2
6	O=C(CCCn1c(=S)[nH]c2cc3c(cc2c1=O)OCO3)N1CCN(c2ccccc2F)CC1	0.0	3	1.0	7	2	7&-46	-136	0	-2
7	COc1ccc(/C=N\NC(=O)c2cccc(Br)c2)c(OC)c1	0.0	6	2.9	12	3	-7	-6	4	-2
8	COc1cc(NC(=O)CN2CCN(S(=O)(=O)/C=C/c3ccccc3)CC2)cc(OC)c1OC	0.0	.	2.9	5	.	9	7	-5	.
9	COc1cc(/C=C/C(=O)OCC(=O)NCCN2C(=O)CSC2=O)ccc1OC(F)F	-0.2	0	-1.9	-1	-9	2	5	-1	0
10	O=c1c(-c2nc3ccccc3s2)cccn1Cc1ccccc1	0.0	3	2.0	-1	3	0	-9	-1	1
11	CCCn1cnc2scc(-c3ccc(OC)cc3)c2c1=O	-0.1	-11	1.3	-4	1	-4	2	-1	1
12	Nc1nonc1-n1nnc(C(=O)N/N=C/c2cccc(F)c2)c1-c1ccccc1	0.1	1	2.1	-2	-2	12	-3	0	-1
13	O=C(NCc1nnc(SCC(=O)N2CCCCCC2)o1)c1ccc(F)cc1	-0.2	-15	5.3	3	2	4	18	2	-3
14	CC(=O)c1ccc(OCC(O)CN2CCN(Cc3ccccc3)CC2)cc1 (stereo not given)	-0.1	-4	0.8	3	-2	9	-8	-1	-2
15	C=CCn1c(NS(=O)(=O)c2ccccc2)c(S(=O)(=O)c2ccc(C)cc2)c2nc3ccccc3nc21	-0.4	19	13*	82*	1	-2	47*	30*	3

(more compounds)
No.	Structure	Efflux pump inh	HCV core dimer	PP5 inh	LYPLA2 counter	CTSL1 counter	JMJD2C inh	PREPL inh	PP1 inh	TPT1 inhibitor
16	CCC(CC)c1nnc(NC(=O)CS(=O)(=O)c2ccccc2)s1	0.0	8	2.3	0	-1	1	-2	0	-2
17	O=C1CC(c2cccc(Cl)c2)CC(O)=C1C=Nc1ccccc1 (stereo not given)	-0.3	3	1.4	12	-1	0	-14	1	4
18	CCOc1ccc(N2C(=O)CC(SC(=NC)Nc3cccc(OC)c3)C2=O)cc1 (stereo not given)	0.1	2	0.9	2	-3	3	12	2	-1
19	O=C1CCc2cc(S(=O)(=O)N3CCCC3C(=O)N3CCN(c4ccccc4F)CC3)ccc2N1 (stereo not given)	-0.1	4	-0.7	-2	-4	-1	14	-3	-1
20	COC(=O)[C@@]12OC[C@]34[C@H]([C@@H](O)[C@@H]1O)[C@@]1(C)C(=O)C(O[C@@H]5OC(CO)[C@@H](O)[C@@H](O)[C@@H]5O)=C[C@@H](C)[C@@H]1C[C@H]3OC(=O)[C@H](OC(=O)/C=C(\C)C(C)(C)OC(C)=O)[C@@H]24 (stereo not given in full)	0.0	3	1.2	0	1	0	14	-1	-6
21	Cc1ccc(C(c2sc3nc(C)nn3c2O)N2CCN(CCO)CC2)cc1 (stereo not given)	0.2	-2	1.2	12	-6	-1&-5	-8	0	-4
22	O=S(=O)(NCC(c1ccco1)N1CCCCC1)c1cccc(C(F)(F)F)c1 (stereo not given)	0.0	.	4.9	-2	.	4	2	1	.
23	CC(C)(C)c1ccc(C(=O)NCC(=O)N2CCCC2)cc1	0.4	-4	1.7	-11	-3	6	-7	0	2
24	C=C1c2cc(C)ccc2NC(=O)N1c1ccc(C)cc1	-0.1	-3	3.1	2	-1	-9	5	1	0
25	Cc1ccc(N2CCN(S(=O)(=O)c3nnc(NC(=O)c4ccccc4)s3)CC2)cc1	0.4	16	0.8	7	-3	-5	20	-1	2
26	Cc1nc(CS(=O)(=O)c2ccccc2)cc(N2CCN(c3ccccc3F)CC2)n1	0.3	3	3.2	-5	-1	8	27	2	-1
27	Cc1nc(SCC(=O)NC2CCCCC2C)c(C#N)c(C)c1C (stereo not given)	-0.1	.	4.1	2	.	8	4	-5	.
28	CCC(=O)N1N=C(c2ccc(C)cc2)CC1c1ccco1 (stereo not given)	-0.1	0	-1.3	-4	1	-18	4	-1	6
29	CN(C)/C=C(\C#N)S(=O)(=O)C(C)(C)C	-0.2	-1	0.9	2	-3	-5	-1	-3	-3
30	Cc1ccc(S(=O)(=O)Nc2ccc(O)c3ncccc23)cc1	-0.2	-8	0.2	-3	0	-3	1	0	-4

Next part
No.	Structure	Efflux pump inh	HCV core dimer	PP5 inh	LYPLA2 counter	CTSL1 counter	JMJD2C inh	PREPL inh	PP1 inh	TPT1 inhibitor
31	CC(=O)Nc1cc(N2C(=O)CCC2=O)ccc1Cl	0.1	4	0.9	0	-3	-1	0	-1	-1
32	CC(C)(C)NC(=O)CN(C(=O)CSc1nnc(COc2ccccc2)o1)c1cccc(F)c1	-0.1	-11	0.0	1	1	2	32	-1	-4
33	O=C(Nc1ccc(F)cc1)N(Cc1cccs1)Cc1cc2cc3c(cc2[nH]c1=O)OCO3	0.0	15	3.6	-30	4	2	-5	5	3
34	Cc1ccc(NCc2ccc(O)c3ncccc23)cc1C	-0.1	-4	2.5	-1	-3	0	10	3	0
35	Cc1ccc(OCc2nnnn2-c2ccccc2)cc1	0.1	5	3.3	1	-4	37	-21	0	1
36	CCCCNC(=S)N(Cc1ccco1)Cc1cc2cc3c(cc2[nH]c1=O)OCCO3	0.2	5	5.6	0	6	-1	-4	0	10
37	COc1ccc(CNC(=O)COC(=O)c2ccccc2OCC(=O)Nc2ccc(SC(F)F)cc2)cc1	0.2	0	2.3	6	-1	12	-9	-4	1
38	C=CCC(O)(CC=C)CNC(=O)C1CCC(=O)N(CCCc2ccccc2)C1 (stereo not given)	-0.1	-1	-0.7	9	-1	14	3	-4	0
39	COC(=O)c1cc2c(C(F)(F)F)nn(C)c2s1	0.0	-2	1.6	-2	-2	0	-5	-4	0
40	COc1cc(/C=C(\C#N)C(=O)N2CCc3ccccc32)ccc1O	0.1	-2	-0.6	-1	3	5	7	5	36*
41	O=C(NC(=S)N1CCOCC1)C12CC3CCC(CC(C3)C1)C2	-0.1	-4	0.8	3	3	0	0	1	2
42	O=S(=O)(NCC(c1cccnc1)N1CCOCC1)c1cccs1 (stereo not given)	-0.1	1	-1.7	3	0	2	-2	2	-3
43	O=C(Cn1ncc(Cl)c(Cl)c1=O)N1CCOCC1	-0.1	-8	-1.8	3	4	?	18	-4	-6
44	Cc1ccc(NC(=O)CSc2nc(=O)n(CCN3CCOCC3)c3c2CCCC3)cc1	0.0	-2	-2.4	5	-1	-1	1	-3	-2
45	CCC(=O)N1CCc2cc(Br)cc(S(=O)(=O)CCC(=O)NCc3ccco3)c21	0.0	-1	-0.6	1	2	-1	0	-4	-2

9 compounds already listed, sorted by molar mass, rising.
No.	Structure	Efflux pump inh	HCV core dimer	PP5 inh	LYPLA2 counter	CTSL1 counter	JMJD2C inh	PREPL inh	PP1 inh	TPT1 inhibitor
29	CN(C)/C=C(\C#N)S(=O)(=O)C(C)(C)C	-0.2	-1	0.9	2	-3	-5	-1	-3	-3
35	Cc1ccc(OCc2nnnn2-c2ccccc2)cc1	0.1	5	3.3	1	-4	37	-21	0	1
2	O=C(Nc1ccc(C(=O)N2CCOCC2)cc1)Nc1cccc(Cl)c1	0.1	-3	-0.2	-3	-1	-4	-4	-1	-6
38	C=CCC(O)(CC=C)CNC(=O)C1CCC(=O)N(CCCc2ccccc2)C1 (stereo not given)	-0.1	-1	-0.7	9	-1	14	3	-4	0
12	Nc1nonc1-n1nnc(C(=O)N/N=C/c2cccc(F)c2)c1-c1ccccc1	0.1	1	2.1	-2	-2	12	-3	0	-1
18	CCOc1ccc(N2C(=O)CC(SC(=NC)Nc3cccc(OC)c3)C2=O)cc1 (stereo not given)	0.1	2	0.9	2	-3	3	12	2	-1
36	CCCCNC(=S)N(Cc1ccco1)Cc1cc2cc3c(cc2[nH]c1=O)OCCO3	0.2	5	5.6	0	6	-1	-4	0	10
45	CCC(=O)N1CCc2cc(Br)cc(S(=O)(=O)CCC(=O)NCc3ccco3)c21	0.0	-1	-0.6	1	2	-1	0	-4	-2
1	CCC1(CC)C(=O)C2=C3C1[C@H](C(=O)OC)C=C(C(=O)OC)C[C@H]3[C@H]1C(=O)N(CC(=O)OC)C(=O)[C@H]1[C@H]2C (stereo not given in full)	0.1	3	1.8	5	1	6	9	-4	-3

Continued.
No.	Structure	Efflux pump inh	HCV core dimer	PP5 inh	LYPLA2 counter	CTSL1 counter	JMJD2C inh	PREPL inh	PP1 inh	TPT1 inhibitor
46	CC1CN(c2ccccc2)CCN1Cc1nc(Cc2ccccc2)no1 (stereo not given)	0.0	0	-0.2	2	-2	3	-18	0	1
47	Nc1ccc(-c2nc3c(ccc4ccccc43)[nH]2)cc1	0.1	-15	4.0	0	3	0	13	0	1
48	O=C(CN(c1ccccc1)S(=O)(=O)c1ccc(F)cc1)NCc1cccs1	-0.2	.	-0.7	6	.	.	6	-4	.
49	C[C@@H](C(=O)NCc1ccc(S(C)(=O)=O)cc1)[C@H]1C[C@]1(C)[C@H](NC(=O)OCc1ccccc1)c1ccccc1	-0.1	1	1.7	5	0	18	3	1	-1
50	COc1ccc(-c2nn(-c3ccccc3)cc2/C=C/C(=O)N2CCN(c3ccccn3)CC2)cc1	0.2	15	3.6	-14	-1	0	-8	-1	-3
51	Cc1cc(C)c2c(N)c(C(=O)N/N=C/c3cccnc3)sc2n1	-0.1	-2	2.5	2	-3	-15	24	3	15
52	CC(=O)OCCCCCCCCCCC[N+]1(C)CCCCC1	0.0	-3	-0.6	-6	-2	3	-3	0	-1
53	NC(=O)Cc1ccc(Nc2nnc(-c3ccccc3)c3ccccc23)cc1	0.0	5	-0.6	-2	7	-5	-4	-1	0
54	O=C(c1ccc(-n2nc(C(F)(F)F)c3c2CCCC3)cc1)N1CCOCC1	-0.4	0	1.4	1	2	-1	-6	-1	2
55	Cc1ccc(NC(=O)C(NC2CCCc3ccccc32)c2ccccc2)c([N+](=O)[O-])c1 (stereo not given)	-0.1	2	2.7	-4	-5	-13	3	2	0
56	O=C(Nc1cc([N+](=O)[O-])ccc1C(=O)NCCN1CCOCC1)c1ccccc1	0.1	1	2.1	-5	4	28	10	-5	4
57	O=C(CCCCn1c(=O)[nH]c2ccccc2c1=O)N1CCN(c2cccc(C(F)(F)F)c2)CC1	0.1	11	6.1	83*	2	-3	-7	5	-6
